# USP30 inh = inhibitors of human USP30 deubiquitinase | Ubiquitin carboxyl-terminal hydrolase 30 (Homo sapiens), Q70CQ3 | purified USP30, Ub-rhodamine cleavage fluorescence | inhibition, % at 25 µM | 5.3% of 47,000 active
# UCHL1 block = inhibitors of human UCHL1 deubiquitinase. Ubiquitin carboxyl-terminal hydrolase isozyme L1 (Homo sapiens), P09936. purified UCHL1, Ub-rhodamine cleavage fluorescence. inhibition, % at 20 µM. 0.2% of 47,000 active. AID 1645859, 2021
# USP7 inh = inhibitors of human USP7 deubiquitinase | 0.3% of 47,000 active | Ubiquitin carboxyl-terminal hydrolase 7 (Homo sapiens), Q93009 | purified USP7, Ub-rhodamine cleavage fluorescence | inhibition, % at 20 µM
# USP8 inh = inhibitors of human USP8 deubiquitinase; Ubiquitin carboxyl-terminal hydrolase 8 (Homo sapiens), P40818; purified USP8, Ub-rhodamine cleavage fluorescence, 30 min; inhibition, % at 20 µM; 4.2% of 47,000 active
# Target sequence (P40818 whole entry, looked up): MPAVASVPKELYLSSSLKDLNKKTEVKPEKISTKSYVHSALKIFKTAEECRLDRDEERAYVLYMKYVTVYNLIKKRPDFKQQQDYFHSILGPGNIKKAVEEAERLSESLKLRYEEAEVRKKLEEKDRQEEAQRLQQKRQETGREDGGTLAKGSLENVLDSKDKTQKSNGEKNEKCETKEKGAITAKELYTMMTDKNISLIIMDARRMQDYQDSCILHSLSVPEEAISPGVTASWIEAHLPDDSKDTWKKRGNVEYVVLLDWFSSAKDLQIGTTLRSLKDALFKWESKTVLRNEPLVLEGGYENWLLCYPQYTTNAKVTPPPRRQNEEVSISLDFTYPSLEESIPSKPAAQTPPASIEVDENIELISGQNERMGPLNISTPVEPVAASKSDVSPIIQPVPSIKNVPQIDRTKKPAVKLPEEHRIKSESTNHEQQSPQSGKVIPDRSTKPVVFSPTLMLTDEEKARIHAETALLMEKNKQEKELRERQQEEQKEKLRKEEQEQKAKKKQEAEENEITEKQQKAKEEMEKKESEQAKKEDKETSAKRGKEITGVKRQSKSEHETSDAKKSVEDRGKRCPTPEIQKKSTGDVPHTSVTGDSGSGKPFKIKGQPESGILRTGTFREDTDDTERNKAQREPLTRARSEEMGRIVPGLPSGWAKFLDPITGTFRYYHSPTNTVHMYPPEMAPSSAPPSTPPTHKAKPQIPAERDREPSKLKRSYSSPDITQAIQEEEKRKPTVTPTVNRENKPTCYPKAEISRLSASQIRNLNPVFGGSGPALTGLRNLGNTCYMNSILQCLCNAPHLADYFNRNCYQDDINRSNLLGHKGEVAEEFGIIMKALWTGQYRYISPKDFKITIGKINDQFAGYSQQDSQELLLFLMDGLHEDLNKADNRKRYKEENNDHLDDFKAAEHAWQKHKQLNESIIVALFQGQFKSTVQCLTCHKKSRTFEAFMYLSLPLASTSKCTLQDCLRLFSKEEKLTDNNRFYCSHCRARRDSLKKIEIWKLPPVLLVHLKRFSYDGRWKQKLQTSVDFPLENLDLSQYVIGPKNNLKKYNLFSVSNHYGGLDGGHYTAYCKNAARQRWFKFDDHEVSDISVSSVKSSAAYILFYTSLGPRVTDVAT
# USP17 inh = inhibitors of human USP17 deubiquitinase; 6.5% of 47,000 active; inhibition, % at 50 µM; Ubiquitin carboxyl-terminal hydrolase 17-like protein 5 (Homo sapiens), A8MUK1; purified USP17, Ub-rhodamine cleavage fluorescence, 3 h
# USP10 block = inhibitors of human USP10 deubiquitinase | inhibition, % at 20 µM | purified USP10, Ub-rhodamine fluorescence, 60 min | 1.1% of 47,000 active | AID 1645856, 2021 | Ubiquitin carboxyl-terminal hydrolase 10 (Homo sapiens), Q14694
# USP28 inh = inhibitors of human USP28 deubiquitinase. inhibition, % at 25 µM. 3% of 47,000 active. Ubiquitin carboxyl-terminal hydrolase 28 (Homo sapiens), Q96RU2. AID 1645857, 2021. purified USP28, Ub-rhodamine cleavage fluorescence, 30 min
# OTUD3 block = inhibitors of human OTUD3 deubiquitinase | OTU domain-containing protein 3 (Homo sapiens), Q5T2D3 | purified OTUD3, Ub-rhodamine fluorescence, 2 h | inhibition, % at 25 µM | 0.7% of 47,000 active
# * = called active by the depositor; i = inactive; / = no result given. Cut-off read from the data, not from the text of the source: active = inhibition above about 30%; inactive = the rest.
USP30 inh	UCHL1 block	USP7 inh	USP8 inh	SMILES	USP17 inh	USP10 block	USP28 inh	OTUD3 block
12	-1	3	-16	O=C(Nc1ccccc1)N1CCC(n2c(C3CCCC3)nc3cccnc32)C1 (stereo not drawn)	2	0	5	6
-11	0	5	-2	COc1ccc(C(=O)N2CC(C)C(=O)Nc3ccccc32)cc1OC (stereo not drawn)	-3	4	0	0
0	-2	-5	-22	CC1=NS(=O)(=O)c2cc(C(=O)Nc3ccc(C)cc3C)ccc2N1CC(C)C	-7	5	3	3
-17	1	-2	-6	OCCCNc1ncnc2c1cnn2-c1cccc(Cl)c1	-9	-1	-10	-16
-20	6	10	16	COc1cccc(C(CNC(=O)c2ccc3c(c2)OCCO3)c2c[nH]c3ccccc23)c1OC (stereo not drawn)	2	1	4	1
5	1	3	-5	Cc1ccc(OC(C)C(=O)N2CCN(Cc3cc(=O)n4ccsc4n3)CC2)cc1 (stereo not drawn)	2	-2	-4	1
3	2	-16	10	C=CC(C)(C)c1[nH]c2ccccc2c1C[C@@H]1NC(=O)[C@H](Cc2cn(C(C)(C)C=C)c3ccccc23)NC1=O	-1	4	7	5
-6	0	1	3	COc1ccc(-c2ocnc2C(=O)NCc2ccc(OC)c(OC)c2)cc1	-1	1	-1	-10
39*	4	11	9	O=C(CSc1ncn(-c2ccccc2)n1)Nc1ccc(Cc2ccncc2)cc1	41*	15	46*	15
-18	-3	3	0	O=C(CCc1nc2ccccc2[nH]1)N1CCCC(c2ccnc(=O)[nH]2)C1 (stereo not drawn)	-14	1	-3	-2
-11	-5	-9	-5	Cc1ccc2c(=O)c(C(=O)N3CCC(C)CC3)cn(CC(=O)NC3CCCCC3)c2n1	/	-8	-11	-7
-10	0	-1	-208	CCOc1ccc(CCNC(=O)CN2CCN(Cc3ccc(F)cc3)C2=O)cc1OCC	3	0	14	20
0	-3	-8	3	COc1ccc(NC(=O)N2CC[C@@H]3[C@H]2C(=O)N(C)[C@@H](Cc2ccccc2)C(=O)N3C)cc1	0	1	-9	-4
-2	-1	-6	-1	CCc1ccc(-n2nc(C)c3c2NC(=O)CC3C(=O)c2ccc3c(c2)OCCO3)cc1 (stereo not drawn)	57*	1	0	-6
12	1	1	2	O=C(Cc1ccccc1)NCC(c1ccccc1Cl)N1CCCC1 (stereo not drawn)	0	4	3	11
4	-1	-2	-37	Cc1ccc(-n2ccn3c(CCC(=O)N4CCc5ccccc5C4)nnc3c2=O)cc1C	-9	1	-38	0
21	2	-16	22	CC(C)c1cc(C2CCCN2C(=O)Cc2ccccc2Cl)no1 (stereo not drawn)	6	0	11	8
-24	-2	-6	5	COc1ccc(CC(=O)N2CCn3cnnc3C2)cc1Cl	-3	-5	0	0
24	0	2	21	C[C@H](NC(=O)c1ccc2c(c1)OCO2)c1nnc2ccccn12	13	5	8	10
4	4	0	0	COc1cccc(-c2ccccc2NC(=O)C2CCN(Cc3cccnc3)CC2)c1	-9	-3	23	1
7	6	-54	-3	CCCCN1C(=O)C(O)(CC(=O)c2ccc3c(c2)OCO3)c2cc(Br)ccc21 (stereo not drawn)	7	6	3	3
-26	4	0	5	O=C(NCC1CCCO1)c1cc2c(=O)n3ccccc3nc2n1Cc1ccccc1 (stereo not drawn)	-3	0	-14	-6
-10	2	-3	93*	O=C(c1cccnc1)N1CCC2(CC1)CC1(CO2)Nc2ccccc2-n2cccc21 (stereo not drawn)	71*	-1	0	-12
16	4	6	2	NC(=O)Cn1c(-c2nc(-c3ccc(F)cc3)no2)cccc1=O	6	0	7	6
-52	-4	0	-16	COc1ccc2c(c1)c(CC(=O)Nc1ccccc1OC)c(C)n2C(=O)c1ccc(Cl)cc1	-10	-11	-10	-7
-4	3	13	0	COc1cc(OC)cc(C(=O)OC(C(=O)c2c[nH]c3ccccc23)c2ccccc2)c1 (stereo not drawn)	-1	-2	0	5
-320	-30	-27	-60	Cc1nc2cc(N3CCC(C(=O)N4CCC(N5CCCCC5)CC4)CC3)cnc2nc1C	-104	-8	-113	-97
-3	3	-1	0	COc1ccc(CC(NC(C)=O)C(=O)NC2CCN(c3c(Cc4ccccc4)c(C)nc4ncnn34)CC2)c(OC)c1 (stereo not drawn)	5	-4	1	0
12	5	-24	-2	O=C(NCCCn1ccnc1)c1nc(-c2ccc(-n3cccc3)cc2)no1	15	1	1	0
-15	-2	-14	-5	CC(C)(C)OC(=O)N1CCC[C@H]1c1nnc(SCc2ccc(F)cc2)o1	-2	0	-10	3

# 10 structures out of the list, sorted by number of heavy atoms, rising.
USP30 inh	UCHL1 block	USP7 inh	USP8 inh	SMILES	USP17 inh	USP10 block	USP28 inh	OTUD3 block
-24	-2	-6	5	COc1ccc(CC(=O)N2CCn3cnnc3C2)cc1Cl	-3	-5	0	0
21	2	-16	22	CC(C)c1cc(C2CCCN2C(=O)Cc2ccccc2Cl)no1 (stereo not drawn)	6	0	11	8
12	1	1	2	O=C(Cc1ccccc1)NCC(c1ccccc1Cl)N1CCCC1 (stereo not drawn)	0	4	3	11
12	5	-24	-2	O=C(NCCCn1ccnc1)c1nc(-c2ccc(-n3cccc3)cc2)no1	15	1	1	0
7	6	-54	-3	CCCCN1C(=O)C(O)(CC(=O)c2ccc3c(c2)OCO3)c2cc(Br)ccc21 (stereo not drawn)	7	6	3	3
39*	4	11	9	O=C(CSc1ncn(-c2ccccc2)n1)Nc1ccc(Cc2ccncc2)cc1	41*	15	46*	15
-26	4	0	5	O=C(NCC1CCCO1)c1cc2c(=O)n3ccccc3nc2n1Cc1ccccc1 (stereo not drawn)	-3	0	-14	-6
-2	-1	-6	-1	CCc1ccc(-n2nc(C)c3c2NC(=O)CC3C(=O)c2ccc3c(c2)OCCO3)cc1 (stereo not drawn)	57*	1	0	-6
0	-3	-8	3	COc1ccc(NC(=O)N2CC[C@@H]3[C@H]2C(=O)N(C)[C@@H](Cc2ccccc2)C(=O)N3C)cc1	0	1	-9	-4
-3	3	-1	0	COc1ccc(CC(NC(C)=O)C(=O)NC2CCN(c3c(Cc4ccccc4)c(C)nc4ncnn34)CC2)c(OC)c1 (stereo not drawn)	5	-4	1	0

# Going on with the list:
USP30 inh	UCHL1 block	USP7 inh	USP8 inh	SMILES	USP17 inh	USP10 block	USP28 inh	OTUD3 block
12	3	0	21	Cc1ccc(-c2nnc(SCC(=O)NC3CCCCC3)o2)cc1C	12	1	9	13
4	-1	-4	0	O=C(Nc1ccccc1)N1CCCC1c1cccs1 (stereo not drawn)	7	5	0	-1
22	2	0	7	O=c1c2cnc(N3CCCC3)nc2ccn1-c1cccc(F)c1	15	2	13	15
-15	1	-5	0	Nc1ccc(Cn2cnc(-c3nc(-c4cccc(F)c4)no3)c2)cc1	-3	3	-10	-12
2	1	1	1	O=C(COC(=O)Cn1cnc2ccccc21)Nc1ccc2c(c1)OCCO2	-3	-5	56*	2
0	-5	-3	-10	CC(C)Oc1ccc(/C(O)=C2\C(=O)C(=O)N(CCN(C)C)C2c2ccc(C(C)(C)C)cc2)cc1 (stereo not drawn)	-7	-7	-4	-2
-23	-2	-13	-5	Cc1nc(N2CCCC2)c2oc3ccccc3c2n1	-10	-1	-7	-4
11	0	-8	-8	CCn1c(SCc2cc(C)ccc2C)nnc1-c1cnccn1	/	-2	19	-1
15	12	23	79*	COc1ccc(Sc2nc3ccccc3n3cnnc23)cc1	13	7	2	11
-7	2	1	7	OCc1ccc(CN2CC[C@H](c3nnc(-c4ccncc4)o3)C2)o1	-9	-3	-2	4
5	3	4	6	CSc1ccccc1NC(=O)CN1C(=O)NC2(CCC(C)CC2)C1=O (stereo not drawn)	3	2	0	2
-11	4	-3	16	O=C(Nc1ccccc1)c1c(O)c2cnn(-c3ccc(F)cc3)c2[nH]c1=O	7	7	2	0
-9	-3	-3	1	Cc1cc(-c2ccc(S(=O)(=O)NC3CCCCC3)o2)on1	-11	3	-9	-10
17	1	-1	12	Cc1cncc(C2CCCN(C(=O)c3cc(C(C)(C)C)[nH]n3)C2)n1 (stereo not drawn)	16	-1	9	16
27	2	3	11	COc1ccc(S(=O)(=O)N2CCCCC2)cc1NC(=O)c1ccc(N2CCCC2=O)cc1	50*	0	5	3
-69	-6	-1	-9	CCN(CCO)c1ncnc2c1sc1nc(-c3ccccc3)c3c(c12)CCC3	33*	-5	4	-24
-39	-2	-2	-16	COc1ccc2[nH]cc(CCNC(=O)C3CC3)c2c1	-16	-3	-24	-13
9	3	4	-31	Cc1cccc(S(=O)(=O)Nc2cc(-c3ccncc3)no2)c1	0	3	6	4
-7	-3	-3	-49	Cc1ccc(-c2[nH]ncc2CN2CCc3nc(N4CCN(C)CC4)[nH]c(=O)c3CC2)cc1	-16	1	4	-3
-78	-6	-39	6	CC(C)(C)N=C1Nc2ccccc2NC12CCCN(C(=O)c1ccncc1)C2 (stereo not drawn)	-22	-2	-26	-23
14	3	-2	57*	COc1ccc(C2Nc3ccccc3C(=O)N2c2ccc3c(c2)OCO3)cc1O (stereo not drawn)	45*	-1	13	10
3	-2	0	-13	CC(C)(C)c1ccc(C(=O)Nc2ccc(Cn3cncn3)cc2)cc1	3	-4	56*	-4
/	-3	1	-1	CCOC(=O)c1[nH]c2cc(OC)c(OC)cc2c1NS(C)(=O)=O	-1	-2	/	0
-15	1	-4	-20	Cc1cc(Cl)ccc1Nc1nc(N2CCN(CCO)CC2)nc2nccnc12	-17	-7	0	-2
8	2	1	10	COc1ccc(CCNC(=O)Cn2c(-c3cscn3)nc3ccccc32)cc1	2	3	5	6
-17	-4	-1	-22	Cc1cccc(C(=O)N[C@@H]2C(=O)Nc3c(c(C)nn3C)[C@H]2c2cccc(C(F)(F)F)c2)c1	-8	-3	3	-1
-8	-2	-4	-6	O=C(c1ccc2nc[nH]c2c1)N1CC2CN(S(=O)(=O)c3ccccc3)CC(C1)O2	-21	-3	-11	-4
3	-1	-1	-266	O=C(NC1CC1)N1CCC2(CCC(N3CCOCC3)c3ccccc32)CC1 (stereo not drawn)	-34	2	-2	0
0	0	-4	-44	Cc1nn(-c2cc(N(C)C)ncn2)c(C)c1CCC(=O)NCc1ccc(Cl)cc1	-59	-3	6	9
0	0	-3	4	O=C1CC(CNS(=O)(=O)c2cccc(Cl)c2)CN1c1ccccc1 (stereo not drawn)	0	-1	0	6

# A few values from above.
# USP30 inh with Cc1ccc(-c2[nH]ncc2CN2CCc3nc(N4CCN(C)CC4)[nH]c(=O)c3CC2)cc1 = -7
# USP30 inh with CCn1c(SCc2cc(C)ccc2C)nnc1-c1cnccn1 = 11

# Next structures follow:
USP30 inh	UCHL1 block	USP7 inh	USP8 inh	SMILES	USP17 inh	USP10 block	USP28 inh	OTUD3 block
2	-1	2	1	COc1ccc(S(=O)(=O)N2CCN(C(=O)c3cccnc3)CC2)cc1	-9	1	-3	5
15	4	9	10	COc1ccc(NC(=O)CC23CC4CC(CC(C4)C2)C3)cc1	4	6	0	-3
22	2	14	93*	O=C(NCc1cccc(Cl)c1)c1ccc(-c2nnc(-c3ccccc3)o2)cc1	50*	26	3	4
0	-1	-19	3	Cc1sc2nc(CN3CCC(C)CC3)nc(N3CCC(C)CC3)c2c1C	2	-1	0	8
i	-146	-121	-188	COc1ccc(-c2cc(C(=O)N3CCN(c4ccc([N+](=O)[O-])cc4)CC3)[nH]n2)cc1	-191	-9	-259	-201
20	0	3	16	Cn1cccc1C(=O)C(=O)Nc1ccc(Cl)cc1Cl	12	-3	11	8
22	0	-3	8	COCCN1Cc2c(C(=O)Nc3cccnc3)ncn2-c2ccccc2S1(=O)=O	5	0	0	12
19	-1	1	16	O=C(CN1CCN(C(=O)c2cc3ccccc3o2)CC1)N1CCCCCC1	8	1	11	12
0	-3	-2	0	Cc1ccc(C(=O)N2CCCC2c2nccnc2Nc2cccc(C)n2)cn1 (stereo not drawn)	2	0	-6	7
-22	-2	6	11	COc1ccc(C(=O)Oc2ccc(C(=O)c3ccc(F)cc3)cc2)cc1S(=O)(=O)N1CCCCC1C (stereo not drawn)	-35	-3	-13	1
20	0	-3	-21	O=C(c1cnc(-c2ccccc2)nc1-c1ccccc1)N1CCOCC1	-3	0	-2	-3
-14	-2	-4	-5	CCN1CCCn2cc(S(=O)(=O)Nc3ccccc3C)cc2C1=O	-11	1	-16	-9
15	2	8	10	O=C(NC1CC1)c1ccc(CN2C(=O)C3CCCN3C(=O)c3ccccc32)cc1 (stereo not drawn)	9	0	4	6
14	2	-5	4	O=C(NC1CCCCCC1)c1cn(Cc2ccccc2)nc1-c1cccnc1	2	2	-2	-3
22	1	7	22	CC(=O)NC(Cc1ccc(F)cc1)C(=O)NC1CCN(C(=O)c2ccc(C)cc2)CC1 (stereo not drawn)	19	0	5	10
-3	0	-10	-52	COc1ccc(C(=O)NCc2noc(C3CCCCC3)n2)cc1C#N	-14	0	42*	0
-8	0	-1	-8	O=C(c1ccc(F)cc1Cl)N1CCN(c2nc(-c3cccs3)ns2)CC1	10	1	-6	-4

# Assay outcomes as filed in PubChem.
